Bioassay records deposited in PubChem by Vanderbilt High Throughput Screening Facility.
GluA2 TARP mod: GluA2-stargazin AMPA receptor complex modulation | 40,000 compounds, 3.5% hits | O88602+P19491 | HEK293 GluA2+stargazin, membrane potential dye (FDSS), glutamate EC50; hits were called plate by plate, in both directions | AID 1259245 | calls only at 30 µM;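 active = any of four per-well response measures lying three or more SD from its plate-wide compound average, in either direction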
Target sequence (O88602 whole entry, looked up): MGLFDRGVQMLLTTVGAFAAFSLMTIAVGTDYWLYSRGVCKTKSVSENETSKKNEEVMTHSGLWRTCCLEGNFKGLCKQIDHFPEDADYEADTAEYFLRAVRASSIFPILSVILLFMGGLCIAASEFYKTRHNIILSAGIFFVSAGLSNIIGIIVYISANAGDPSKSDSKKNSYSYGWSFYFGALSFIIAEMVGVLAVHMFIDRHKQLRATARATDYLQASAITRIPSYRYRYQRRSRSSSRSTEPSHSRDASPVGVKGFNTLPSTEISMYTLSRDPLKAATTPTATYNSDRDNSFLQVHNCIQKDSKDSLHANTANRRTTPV
Target sequence (P19491 whole entry, looked up): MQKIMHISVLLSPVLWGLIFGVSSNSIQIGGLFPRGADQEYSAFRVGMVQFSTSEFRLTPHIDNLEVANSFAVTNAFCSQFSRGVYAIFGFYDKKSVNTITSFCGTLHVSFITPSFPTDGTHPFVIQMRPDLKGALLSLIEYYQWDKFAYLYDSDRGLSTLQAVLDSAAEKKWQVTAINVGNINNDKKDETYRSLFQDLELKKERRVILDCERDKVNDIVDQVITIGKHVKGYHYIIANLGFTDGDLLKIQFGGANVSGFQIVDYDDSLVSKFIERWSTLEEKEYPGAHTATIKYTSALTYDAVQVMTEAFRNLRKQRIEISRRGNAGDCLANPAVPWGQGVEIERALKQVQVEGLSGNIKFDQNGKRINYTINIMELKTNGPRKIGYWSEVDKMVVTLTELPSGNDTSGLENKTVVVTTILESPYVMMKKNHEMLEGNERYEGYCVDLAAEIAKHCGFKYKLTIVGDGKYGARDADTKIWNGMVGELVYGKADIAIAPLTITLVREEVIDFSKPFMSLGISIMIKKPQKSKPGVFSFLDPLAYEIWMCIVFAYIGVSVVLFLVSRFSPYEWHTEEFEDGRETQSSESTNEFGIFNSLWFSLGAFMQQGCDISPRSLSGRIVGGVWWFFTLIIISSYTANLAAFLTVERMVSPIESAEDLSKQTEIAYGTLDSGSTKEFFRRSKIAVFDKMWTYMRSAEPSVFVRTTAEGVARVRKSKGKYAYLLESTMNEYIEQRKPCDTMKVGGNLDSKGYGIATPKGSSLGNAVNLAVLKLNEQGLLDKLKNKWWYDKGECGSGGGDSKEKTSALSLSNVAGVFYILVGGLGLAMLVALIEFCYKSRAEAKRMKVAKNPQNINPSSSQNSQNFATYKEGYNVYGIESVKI
GluA2 TARP mod agonism max-min: second read-out of GluA2 TARP mod, no call of its own (marks repeat the call); compound max-min signal; compound-alone response (agonism);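 unitless range of fluorescence divided by baseline over first 100 seconds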
GluA2 TARP mod glutamate slope: also measured in GluA2 TARP mod; calls as there; glutamate slope, % of max; measured here: glutamate response slope, % max;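 scaled per plate between vehicle wells and maximal 1 mM glutamate control wells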
* hit, by the source's call; i = inactive; + = active, no number; & = joins results of further samples.

SMILES	GluA2 TARP mod	GluA2 TARP mod agonism max-min	GluA2 TARP mod glutamate slope
COc1cc(OC)cc(C(=O)Nc2ccc(-n3c(C)nc4ccccc4c3=O)cc2C)c1	i	0.07	30
NS(=O)(=O)c1ccc(NC(=O)c2ccccc2)cc1	i	0.033	44
Cc1noc(-c2ccn3c(=O)n(CC#N)nc3c2)n1	i	0.12	59
C=CCNC(=O)Nc1nnc(-c2ccc(C)c(C)c2)o1	i	0.12	64
Cc1ccc2c(c1)NC(SCC(=O)Nc1cccc(Cl)c1C)=NS2(=O)=O	i	0.044	36
CCn1c(C)cc(O)c(C(c2ccc(O)c(OC)c2)c2c(O)cc(C)n(CC)c2=O)c1=O	i	0.086	45
O=C(COc1ccccc1)N1CCC(CNS(=O)(=O)c2ccc(OC(F)(F)F)cc2)CC1	i	0.14	60
Cc1ccc(NC(=O)c2cc(C)no2)c(C(=O)c2ccccc2)c1	i	0.082	51
Cc1nc(-n2cccc2)sc1C(=O)N1CCN(c2cccc(Cl)c2)CC1	i	0.087	66
CCN(CC)S(=O)(=O)c1ccc(C(=O)N2c3ccccc3CC2C(N)=O)cc1 (centres undefined)	i	0.05	43
O=C(NCC12CC3CC(CC(C3)C1)C2)N1CCN(CCO)CC1	i	0.03	50
Cn1c(=O)[nH]c(=O)c2c1nc(N1CCCCCC1)n2CC(=O)c1ccccc1	i	0.11	69
N#C/C(=C\c1ccc(O)cc1)c1nc2ccccc2s1	i	0.081	53
COc1ccc(-n2nnc(C(=O)OCc3nc(-c4cccc(OC)c4OC)oc3C)c2C)cc1Cl	i	0.083	64
C=CCn1c(=O)c2c(nc(N/N=C/c3ccc(O)c(OC)c3)n2C)n(C)c1=O	i	0.098	57
Cn1c(=O)n(CC(=O)N2CCCC2)c(=O)c2c(N3CCN(C(=O)C4CC4)CC3)ccnc21	i	0.16	59
Cc1ccccc1NC(=O)NCC(O)Cc1ccccc1 (centres undefined)	i	0.14	82
Cc1ccc(S(=O)(=O)Nc2ccccc2-c2nc3ccccc3[nH]c2=O)cc1	i	0.095	55
CC1=C(C(=O)OCCOc2ccccc2)C(c2cccc(Cl)c2)NC(=O)N1 (centres undefined)	i	0.1	38
Cc1ccc(CCNC(=O)CCn2c(=O)[nH]c3ccccc3c2=O)cc1	i	0.096	53
COc1ccc(COC2OC(CO)C(O)C(O)C2NC(C)=O)cc1 (centres undefined)	i	0.035	47
CCC1=C(C(=O)OC)C(c2ccc(OC(F)F)c(OC)c2)n2ncnc2N1 (centres undefined)	i	0.14	52
CC(=O)Nc1ccc(NC(=O)c2nnn(-c3ccc(Cl)cc3)c2C)cc1	i	0.057&0.037	48&89
COc1c(C)cc(S(=O)(=O)Nc2ccc3c(c2)CCC(=O)N3)cc1C	i	0.069	1
CCOc1ccc2c(c1)sc(=NC(=O)c1ccn(C)n1)n2C	i	0.16	64
SMILES	GluA2 TARP mod	GluA2 TARP mod agonism max-min	GluA2 TARP mod glutamate slope
O=C(CSc1ccc(F)cc1)N1CCN(c2ccc(-c3ccco3)nn2)CC1	i	0.033	38
COc1ccc(-c2cc(=O)n(CC(=O)NCC3CCCO3)cn2)cc1 (centres undefined)	i	0.1	44
O=C(NCc1ccc(OC(F)(F)F)cc1)C1CN(C(=O)c2cnccn2)C1	i	0.07	50
O=C(Nc1sc2ccccc2c(=O)c1-c1ccc2c(c1)OCO2)c1cccs1	i	0.17	57
CC1CN(C)CCN1CC1CCN(S(=O)(=O)C2CC2)CC1 (centres undefined)	i	0.087	58
CC(=O)Cn1c(=O)c2c(nc3n(-c4cccc(C)c4C)c(C)c(C)n23)n(C)c1=O	i	0.049	27
COc1ccccc1CNC(=O)CCN1C(=O)c2ccccc2S1(=O)=O	i	0.051	32
O=C(c1ccc(Br)s1)N(CCCn1ccnc1)c1nc2ccccc2s1	i	0.14	40
COc1cccc(C(=O)NCCn2nc(-c3cccnc3)ccc2=O)c1OC	i	0.095	63
C=C(C)CN1CCN(c2cc(C)nc3c(-c4ccccc4OC)cnn23)CC1	i	0.12	54
COc1ccc(S(=O)(=O)N2CCC(C(=O)Nc3nnc(-c4cccs4)o3)CC2)cc1	i	0.092	51
CCc1ccc(-n2c(C)cn3c4c(=O)n(CCN5CCOCC5)c(=O)n(C)c4nc23)cc1	i	0.059	29
Cc1ccc(S(=O)(=O)NCCCN2CCN(c3ccccc3)CC2)cc1	i	0.049	41
CS(=O)(=O)N1CCCc2ccc(NC(=O)C(=O)NCCC3=CCCCC3)cc21	i	0.05	59
CCOc1ccc2nc(N(CCN3CCOCC3)C(=O)c3cc(-c4ccccc4)on3)sc2c1	i	0.1	51
Cc1cc(C)n(CCN2CCN(C(=O)c3ccccc3Br)CC2)n1	i	0.14	49
Cc1nc(NCC(C)O)nc(NC2CCCCC2)c1[N+](=O)[O-] (centres undefined)	i	0.12	61
CSc1cccc(NC(=O)C(=O)NCC2CCN(C(=O)NC(C)(C)C)CC2)c1	i	0.11	61
O=C(NCCc1ccco1)C(=O)Nc1ccc2c(c1)OCO2	i	0.052	42
NC(=O)c1ccccc1NC(=O)c1ccc(=O)n(Cc2ccccc2F)c1	i	0.093	64
Cc1cc(C)c(C(=O)NCC(c2cccn2C)N(C)C)c(C)c1 (centres undefined)	i	0.06	57
O=S(=O)(c1ccc(F)cc1)c1nc(-c2ccco2)oc1N1CCOCC1	i	0.11	46
Cc1cc(-c2nnc(NC(=O)C3CCCN(S(=O)(=O)c4cccs4)C3)o2)nn1C (centres undefined)	i	0.057	36
Nc1sc(SCC(=O)NCc2ccc(F)cc2)nc1-c1ccccc1	+	0.092*	28*
CSc1ccccc1NC(=O)C(=O)NCC1CCN(C(=O)Nc2ccc(F)cc2)CC1	i	0.12	58

A draw from above in order of length of the SMILES, low to high:
SMILES	GluA2 TARP mod	GluA2 TARP mod agonism max-min	GluA2 TARP mod glutamate slope
COc1ccccc1CNC(=O)CCN1C(=O)c2ccccc2S1(=O)=O	i	0.051	32
CC(=O)Nc1ccc(NC(=O)c2nnn(-c3ccc(Cl)cc3)c2C)cc1	i	0.057&0.037	48&89
CS(=O)(=O)N1CCCc2ccc(NC(=O)C(=O)NCCC3=CCCCC3)cc21	i	0.05	59

(listing goes on)
SMILES	GluA2 TARP mod	GluA2 TARP mod agonism max-min	GluA2 TARP mod glutamate slope
O=C(CC1SC(=O)N(CC(=O)c2ccccc2)C1=O)Nc1ccc([N+](=O)[O-])cc1 (centres undefined)	i	0.09&0.048	41&79
COc1ccc(NC(=O)Nc2ccc3c(c2)CCC(=O)N3Cc2ccccc2)cc1OC	i	0.11	61
COc1ccc(NS(=O)(=O)c2ccc(Cl)cc2)cc1N1CCCC1=O	i	0.079	54
Cn1cc(C(=O)N2CCCC2)cc(NC(=O)CCCc2ccccc2)c1=O	i	0.064	62
COc1cc(OC)cc(-c2noc(CSc3nc4ccccc4c(=O)n3C(C)C)n2)c1	i	0.056	68
COC1CCN(S(=O)(=O)c2ccccc2)CC1	i	0.11	43
CC(C)(C)NC(=O)N1CCC(CNC(=O)c2ccccn2)CC1	i	0.097	59
O=C(O)c1ccc(C2CCNCC2)cc1	i	0.047	55
CC1(C)C(=O)NCCN1C(=O)c1ccc2c(c1)OCO2	i	0.051	57
CC(C)C(=O)Nc1nn(C)c2c1CC(C)C(=O)N2 (centres undefined)	i	0.11	60
COc1cc(CCN2C(=O)c3cccc4cccc(c34)C2=O)c(S(=O)(=O)N2CCC(C)CC2)cc1OC	i	0.11	59
O=C1/C(=C/c2cccc([N+](=O)[O-])c2)Oc2cc(OC(=O)N3CCOCC3)ccc21	i	0.083	65
CCc1ccc(-c2cc3c(=O)[nH]nc(SCC(=O)NCCc4ccc(OC)c(OC)c4)n3n2)cc1	i	0.13	63
CSc1ccccc1NC(=O)C1CCCN(S(C)(=O)=O)C1 (centres undefined)	i	0.083	54
CCOc1ccc2ccccc2c1C(=O)NCC(c1cccc(OC)c1)N1CCOCC1 (centres undefined)	+	0.21*	51*
COc1cccc(-n2c(C)cn3c4c(=O)n(Cc5ccc(C)cc5)c(=O)n(C)c4nc23)c1	i	0.098	70
O=C(Nc1ccc(Cl)cc1)c1sccc1S(=O)(=O)N1CCN(c2ccccc2)CC1	i	0.12	51
COc1ccc2sc(=NC(C)=O)n(CCSC)c2c1	i	0.085	62
CN(C)c1oc(-c2ccco2)nc1S(=O)(=O)c1ccc(Cl)cc1	i	0.11	50
COCCn1c(SCC(=O)c2ccc(OC)cc2)nc2cc(C(=O)NCCC(C)C)ccc2c1=O	i	0.087	48
CCCCOc1ccc(S(=O)(=O)NCCOc2ccc(-c3ccc(OC)cc3)nn2)cc1	i	0.11	67
CSc1ccc(CC(=O)Nc2nc(-c3cccc([N+](=O)[O-])c3)cs2)cc1	i	0.1	48
Cc1nn2c(NCCN3CCOCC3)cc(C(C)C)nc2c1-c1ccccc1	i	0.12	55
CC1=C(C(=O)Nc2ccccc2C)C(c2ccccc2F)n2nnnc2N1 (centres undefined)	i	0.07	20
CC1(C)CC2CC(C)(CN2C(=O)C23CCC(C)(C(=O)C2)C3(C)C)C1 (centres undefined)	i	0.019	63
SMILES	GluA2 TARP mod	GluA2 TARP mod agonism max-min	GluA2 TARP mod glutamate slope
CC1CCCC1OCC(O)CN1CCN(CCO)CC1 (centres undefined)	i	0.08	52
CCN1C(=O)CCc2cc(NC(=O)c3cc(OC)c(OC)c(OC)c3)ccc21	i	0.08	56
O=C(NCCCN1CCOCC1)C(=O)NCC1OCCCN1S(=O)(=O)c1ccc(Cl)cc1 (centres undefined)	i	0.073	53
O=C(NCC(O)c1ccc(C(F)(F)F)cc1)C(=O)Nc1cccc(N2CCCC2=O)c1 (centres undefined)	i	0.15	43
COc1cc(C(C)=O)ccc1OCC(=O)Nc1ccc(-c2cn3ccsc3n2)cc1	i	0.044	57
O=S(=O)(c1cccc(F)c1)N1CCN(c2ccc(Nc3cccnc3)nn2)CC1	i	0.3	47
COC(=O)c1ccc2c(=O)n(CCN3CCN(c4ccccc4)CC3)c(=S)[nH]c2c1	i	0.065	66
CSc1ncccc1C(=O)N1CCC(CNC(=O)c2cc(=O)c3ccccc3o2)CC1	i	0.091	52
CCc1ccc(-n2c(C)cn3c4c(=O)n(CC(C)=O)c(=O)n(C)c4nc23)cc1	i	0.086	61
CC1CC(C)CN(c2ncnc3c2cnn3Cc2ccc(Cl)cc2)C1 (centres undefined)	i	0.038	61
CN(C)c1ccc(NC(=O)/C=C\c2ccccc2)cc1	i	0.14	56
COC(=O)c1ccc(NC(=O)c2cnc3c(c(C)nn3-c3ccccc3)c2Cl)cc1	i	0.079	51
CC1C(=O)NCCN1C(=O)COc1ccc(Cl)cc1 (centres undefined)	i	0.062	44
COc1ccc(-n2ccnc(SCC(=O)NCc3ccccc3Cl)c2=O)cc1	i	0.076	57
Cc1sc(NC(=O)c2cccc(SC(C)C)c2)c(C#N)c1C	i	0.11	61
O=C(NCc1ccccc1)N1CCN(Cc2nc(-c3cccs3)cs2)CC1	i	0.17	60
COc1ccc(/C=C/C(=O)NCCn2nc(C)ccc2=O)cc1OC	i	0.084	61
CCSc1nc(-c2ccccc2)c(NC(=O)c2ccc(S(=O)(=O)N(C)C)cc2)s1	i	0.11	49
COc1ccccc1CCNC(=O)C(=O)c1cn(CC(=O)N2CCCC2)c2ccccc12	i	0.043	61
CC(=O)c1ccc(NC(=O)Cn2cnc3nc(N4CCOCC4)ncc3c2=O)cc1	i	0.074	57
O=C(C1CC1)N1CCN(Cc2nnnn2-c2ccc(F)c(F)c2)CC1	i	0.11	42
CC(C)(C)OC(=O)N1CCC(O)CC1	i	0.022	46
O=S(=O)(c1ccc2c(c1)OCCO2)N1CCc2ccccc21	i	0.11	56
COCCNC(=O)Cc1ccc(NC(=O)c2ccccc2C(F)(F)F)cc1	i	0.071	46
NC(N)=Nc1ccc(Cl)cc1	i	0.081	-7

Two of the compounds above, with values ahead of the structure.
| GluA2 TARP mod | GluA2 TARP mod agonism max-min | GluA2 TARP mod glutamate slope | mol |
| --- | --- | --- | --- |
| i | 0.11 | 42 | O=C(C1CC1)N1CCN(Cc2nnnn2-c2ccc(F)c(F)c2)CC1 |
| i | 0.022 | 46 | CC(C)(C)OC(=O)N1CCC(O)CC1 |

Further results:
SMILES	GluA2 TARP mod	GluA2 TARP mod agonism max-min	GluA2 TARP mod glutamate slope
COc1ccc(OC)c2sc(N(CCN3CCOCC3)C(=O)CCc3ccccc3)nc12	i	0.16	59
CCOC(=O)c1cnn2c(C)cc(C)nc12	i	0.2	55
CCOc1ccc(S(=O)(=O)Nc2ccc3c(c2)CCCN3S(=O)(=O)c2ccc(F)cc2)cc1	i	0.12	63
COCCN1CCC(CNS(=O)(=O)CCc2ccc(OC)cc2)CC1	i	0.037	54
Cc1cc(C)cc(N2CCCn3c2nc2c3c(=O)n(CC(N)=O)c(=O)n2C)c1	i	0.089	62
CC1CCN(CC(O)COCCOc2ccc(Br)cc2)CC1 (centres undefined)	+	0.13*	45*
COc1ccc(-c2ccc(=O)n(CCNS(=O)(=O)c3ccccc3C(F)(F)F)n2)cc1	i	0.038	10
O=C(Cc1ccc(Cl)cc1)NCCn1ncc2c(NCc3ccc(F)cc3)ncnc21	i	0.1	66
Cc1ccc(NCCNC(=O)c2cccc(F)c2)nn1	i	0.13	52

Entries of single compounds, quoted from the list. Order of screens: GluA2 TARP mod	GluA2 TARP mod agonism max-min	GluA2 TARP mod glutamate slope
Entry for `COc1cc(CCN2C(=O)c3cccc4cccc(c34)C2=O)c(S(=O)(=O)N2CCC(C)CC2)cc1OC` → i	0.11	59
Entry for `CCN(CC)S(=O)(=O)c1ccc(C(=O)N2c3ccccc3CC2C(N)=O)cc1` (centres undefined) → i	0.05	43
Entry for `O=C(NCc1ccccc1)N1CCN(Cc2nc(-c3cccs3)cs2)CC1` → i	0.17	60
Entry for `CC1CCN(CC(O)COCCOc2ccc(Br)cc2)CC1` (centres undefined) → +	0.13*	45*
Entry for `CC1CCCC1OCC(O)CN1CCN(CCO)CC1` (centres undefined) → i	0.08	52

This is a subset; the hit share may differ from the screen's.
